# Source: PubChem (Sanford-Burnham Center for Chemical Genomics)
# SENP8 block – blocks the human protease SENP8 | purified SENP8, Z-RLRGG-aminoluciferin cleavage, luminescence | inhibition, % at 10 µM | actives 1.2% (n = 330,000)
# Target sequence (Q96LD8 whole entry, looked up): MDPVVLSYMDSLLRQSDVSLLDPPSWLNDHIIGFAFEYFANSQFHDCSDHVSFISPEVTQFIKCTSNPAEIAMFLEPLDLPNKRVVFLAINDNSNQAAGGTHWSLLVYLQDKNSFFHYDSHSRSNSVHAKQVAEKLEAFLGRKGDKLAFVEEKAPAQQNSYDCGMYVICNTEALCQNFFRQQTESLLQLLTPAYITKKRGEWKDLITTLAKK
# SENP7 block – blocks the human protease SENP7; actives 1.5% (n = 330,000); inhibition, % at 5 µM; AID 434973; recombinant SENP7, Z-RLRGG-aminoluciferin luminescence, 40 min;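 active = inhibition above about 50% at the single test dose, limit read from the data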;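 note: plate controls were DMSO with enzyme for no effect and no enzyme buffer wells for full effect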
# Gli-Sufu antag – Gli-Sufu pathway antagonism | actives 0.74% (n = 340,000) | AID 588413 | Sufu-KO-LIGHT fibroblasts, Gli luciferase reporter luminescence | inhibition, % at 5 µM;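 active = inhibition above about 55%, limit read from the data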;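 note: 0% = DMSO-treated cells and 100% = wells with medium but no cells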
# 697 NFkB inh – inhibitors of the PMA/ionomycin-induced NF-kB reporter in 697 B cells. inhibition, % at 4 µM. 697 B-cell NF-kB luciferase reporter, 16 h. actives 0.33% (n = 330,000). AID 435022; in the data active = inhibition above about 35%
# Jurkat NFkB inh – lowers PMA/ionomycin-induced NF-kB signal in Jurkat cells; actives 0.53% (n = 330,000); PMA/ionomycin-induced NF-kB luciferase reporter, luminescence; inhibition, % at 4 µM; AID 435003
# Apaf-1 inh – human Apaf-1 inhibition | inhibition, % at 20 µM | actives 0.71% (n = 330,000) | AID 489030 | O14727 | reconstituted apoptosome caspase-3 activity, DEVD-Rh110 fluorescence; active = inhibition of at least 40% at 20 µM;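 note: plate controls were DMSO wells for no effect and DEVD-CHO caspase inhibitor wells for full effect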
#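 System: Apoptosome proteins | Medium: Hepes pH 7.5 with detergent and BSA | Also added: Cytochrome c trigger plus (Z-DEVD)2-Rh110 caspase-3 substrate | Incubation: 30 min compound preincubation, 50 min activation, room temperature | Detection: Rhodamine 110 fluorescence at Ex 480/Em 540 nm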
# UBC13 polyUb – blocks human UBC13 polyubiquitin chain formation; P61088; TR-FRET; inhibition, % at 20 µM; actives 0.47% (n = 330,000); in the data active = inhibition above about 45%, passing the limit was not always enough
# HKDC1 inhibitor – blocks human hexokinase HKDC1 activity. inhibition, % at 20 µM. AID 493160. actives 0.16% (n = 340,000). recombinant HKDC1, G6PDH/diaphorase resazurin coupled fluorescence. Q2TB90;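 active = inhibition above about 35% when tested at 20 µM, limit read from the data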;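 note: plate controls were DMSO wells with enzyme for no effect and DMSO wells lacking enzyme for full effect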
# Target sequence (Q2TB90 whole entry, looked up): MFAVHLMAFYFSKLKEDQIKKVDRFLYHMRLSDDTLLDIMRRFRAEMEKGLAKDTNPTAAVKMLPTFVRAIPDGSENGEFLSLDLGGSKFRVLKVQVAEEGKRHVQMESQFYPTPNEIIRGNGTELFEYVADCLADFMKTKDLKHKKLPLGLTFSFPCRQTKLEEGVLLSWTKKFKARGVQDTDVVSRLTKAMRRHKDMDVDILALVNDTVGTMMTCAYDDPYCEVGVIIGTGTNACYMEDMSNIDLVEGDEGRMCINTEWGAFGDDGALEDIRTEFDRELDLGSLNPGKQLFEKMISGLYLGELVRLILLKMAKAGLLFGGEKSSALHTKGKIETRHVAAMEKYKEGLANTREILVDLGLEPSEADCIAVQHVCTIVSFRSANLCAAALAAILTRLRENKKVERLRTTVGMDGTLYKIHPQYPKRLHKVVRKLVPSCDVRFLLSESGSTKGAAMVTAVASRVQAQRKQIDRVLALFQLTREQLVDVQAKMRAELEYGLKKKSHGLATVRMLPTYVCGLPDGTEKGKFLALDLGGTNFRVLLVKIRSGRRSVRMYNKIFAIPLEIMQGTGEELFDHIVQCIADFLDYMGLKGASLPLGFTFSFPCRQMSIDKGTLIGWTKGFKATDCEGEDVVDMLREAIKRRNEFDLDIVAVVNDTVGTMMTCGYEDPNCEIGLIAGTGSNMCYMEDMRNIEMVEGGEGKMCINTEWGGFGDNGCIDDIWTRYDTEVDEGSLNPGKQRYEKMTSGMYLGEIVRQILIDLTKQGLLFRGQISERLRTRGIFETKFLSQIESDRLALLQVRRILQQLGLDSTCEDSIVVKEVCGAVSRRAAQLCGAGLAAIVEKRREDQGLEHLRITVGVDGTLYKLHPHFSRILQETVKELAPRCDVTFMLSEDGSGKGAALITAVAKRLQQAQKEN
#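 Incubation: 90 min at room temperature in dark / Material: recombinant HKDC1 (HK5) hexokinase enzyme, produced in-house / Quantity: enzyme 5 µg/mL final / Compound: one dose of 20 µM, 1% DMSO / Reagent: glucose and ATP substrates / Buffer or medium: Tris pH 8.0 buffer with MgCl2, Tween-20, BSA, BME / Technique: resorufin fluorescence at 613 nm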
# Numbers without * were called inactive; · = not tested or not shown. Cut-off read from the data, not from the text of the source, unless noted: active = inhibition above about 50%; inactive = the rest.
SMILES,SENP8 block,SENP7 block,Gli-Sufu antag,697 NFkB inh,Jurkat NFkB inh,Apaf-1 inh,UBC13 polyUb,HKDC1 inhibitor
COC(=O)c1ccc(CSc2nnc3sc4ccccc4n23)o1,-10,-6,-8,8,-6,4,-4,-5
O=C(N/N=C/c1cccnc1)c1ccc(Cl)c(Cl)c1,-5,-16,-1,12,-12,7,-8,-5
O=C1OCCN1C(=O)[C@H]1[C@H](c2ccccc2)C(c2ccc(F)cc2)=NN1c1ccc(Br)cc1,·,2,-29,-6,·,28,·,2
CCC(=O)N1CC2(CC(c3cccc(NC(=O)CC(c4ccccc4)c4ccccc4)c3)=NO2)C[C@H]1C(N)=O (stereo not given in full),-4,-7,-15,22,10,3,5,2
CN1CCC(=O)N([C@H](CC#N)c2ccccc2)CC1,-13,-8,-11,-5,-3,-3,2,-4
Cc1ccc(N/C=C/C(=O)c2ccccc2)cc1Br,45,83*,-85,-282,-158,5,-4,2
Cc1ccccc1Nc1nc(-c2sc(NC(=O)c3ccc([N+](=O)[O-])cc3)nc2C)cs1,1,9,·,-90,-20,7,-72,·
COc1ccc(/C=C/C(=O)NC(=S)NNC(=O)c2ccco2)cc1,2,14,8,12,15,6,-8,-8
Oc1ccccc1-c1cncn1Cc1ccccc1,6,2,13,2,5,0,8,-2
N#Cc1ccc(N2CCN(c3ccc(F)cc3)CC2)cc1,-9,-4,6,-8,4,2,14,-1
CC1CC(C)CN(C(=O)C2CCC(CNS(=O)(=O)c3ccccc3)CC2)C1 (stereo not given),-4,1,1,19,14,13,-2,-2
O=C(COC(=O)CNC(=O)c1cccc(OC(F)F)c1)NCc1ccc2c(c1)OCO2,9,8,-9,-6,6,-4,9,-6
Cc1ccc(NC2=NCC(=O)N2C2CCCC2)cc1C,-5,-3,-19,-17,-5,-4,-3,-7
Cc1ccc(/C=C/C(=O)NCCCN2CCN(CCCNC(=O)/C=C/c3ccc(C)o3)CC2)o1,-6,0,8,5,10,2,16,-7
Cn1cc(C(=O)C(=O)N2CCOCC2)c2ccccc21,-4,-4,-8,-11,-1,4,4,-7
c1ccc(Cc2nnc3sc(-c4ccco4)nn23)cc1,-14,-8,-18,8,-13,5,-21,-6
O=C1CCCN1CCCNc1ccc(S(=O)(=O)N2CCCCC2)cn1,0,5,-4,4,-9,4,0,-10
O=C(NCC1CCCO1)C1CC(=O)N(C2CCCC2)C1 (stereo not given),3,8,-3,1,-7,-10,-2,12
COc1cc(CN(C)c2ncnc3sccc23)ccc1OC(F)F,-10,-12,26,-19,-8,6,3,-1
N#Cc1ccsc1NC(=O)C1CCN(C(=O)c2ccc(Cl)cc2)CC1,4,-7,-13,-13,10,6,48*,2
CCOCCCn1cc(C(=O)c2cc(Br)ccc2O)cc(C#N)c1=O,4,-3,-1,-9,-5,6,-2,-7
CC(=O)N1CCC(N(CCN2CCOCC2)C(=O)Nc2ccc(Cl)c(Cl)c2)CC1,6,-2,-3,7,7,6,-4,1
CCOC(=O)c1sc(NC(=O)c2ccc(S(=O)(=O)N3CCCCC3)cc2)nc1-c1ccccc1,-1,4,-1,5,9,9,18,-2
CCCCC(=O)Nc1ccc(NC(=O)CC)cc1OC,8,6,-13,16,-5,-1,-3,-4
CCc1cccc(NC(=O)CSc2nnc(Cc3ccc(OC)cc3)c(=O)[nH]2)c1,-9,10,-5,-10,3,3,0,3
O=[N+]([O-])C(=C1NCCN1)C(Cl)=C(Cl)Cl,1,2,-1,21,-6,-2,1,-2
Cc1cc(NC(=O)CN2C(=O)NC(C)(c3ccc(Cl)cc3)C2=O)no1 (stereo not given),1,4,-2,10,-7,4,-5,-10
O=c1cc(-c2ccc(F)cc2F)[nH]c2ccccc12,0,-2,·,-23,-12,6,0,·
CCOC(=O)C1CCN(c2c(C(=O)c3ccccc3)cnc3ccc(CC)cc23)CC1,-12,13,6,-3,-16,18,0,3
CC(C)(C)N1C(=O)c2ccc(C(=O)Nc3ccc(C(=O)O)cc3)cc2C1=O,-3,2,-4,-3,4,-7,0,-2
O=C(NCc1ccco1)C(c1ccncc1)N(C(=O)Cc1cccs1)c1ccccc1 (stereo not given),-5,-5,0,0,-4,6,-2,-13
COC(=O)[C@@H]1CC[C@H](C)[C@@H](c2ccc(C)cc2)N1C(=O)c1ccc(/C=N/O[C@@H](C)c2cn([C@H](CO)Cc3ccccc3)nn2)cc1,1,3,·,52*,28,24,16,·
Cc1cc(C(=O)OCC(=O)NCCc2ccccc2)c2ccccc2n1,8,8,6,5,-4,-4,2,-5
N/C(=N/OC(=O)c1cccc([N+](=O)[O-])c1)c1cccc([N+](=O)[O-])c1,-10,-5,-17,-18,-48,15,1,-3
C=CCC1(CC=C)CCCN1C(=O)c1cc(COc2ccccc2SC)on1,1,3,11,-20,17,25,-10,-2
Cc1c(NC(=O)N(C)C)c(=O)n(-c2ccccc2)n1C,5,3,11,16,26,-6,2,-12

# 7 entries already listed, arranged by the number in 697 NFkB inh, highest first:
molecule,697 NFkB inh
COC(=O)[C@@H]1CC[C@H](C)[C@@H](c2ccc(C)cc2)N1C(=O)c1ccc(/C=N/O[C@@H](C)c2cn([C@H](CO)Cc3ccccc3)nn2)cc1,52*
Cc1cc(NC(=O)CN2C(=O)NC(C)(c3ccc(Cl)cc3)C2=O)no1 (stereo not given),10
Cc1cc(C(=O)OCC(=O)NCCc2ccccc2)c2ccccc2n1,5
CC(C)(C)N1C(=O)c2ccc(C(=O)Nc3ccc(C(=O)O)cc3)cc2C1=O,-3
CCc1cccc(NC(=O)CSc2nnc(Cc3ccc(OC)cc3)c(=O)[nH]2)c1,-10
N/C(=N/OC(=O)c1cccc([N+](=O)[O-])c1)c1cccc([N+](=O)[O-])c1,-18
C=CCC1(CC=C)CCCN1C(=O)c1cc(COc2ccccc2SC)on1,-20

# Following part:
SMILES,SENP8 block,SENP7 block,Gli-Sufu antag,697 NFkB inh,Jurkat NFkB inh,Apaf-1 inh,UBC13 polyUb,HKDC1 inhibitor
O=C(NC1CCCC1)C1CCCN1C(=O)Nc1ccccc1 (stereo not given),-7,-2,-6,10,2,-8,2,-3
O=C(NCCS(=O)(=O)N1CCN(c2ccccc2)CC1)C1CCCC1,-8,2,-15,-5,-5,4,3,-5
CCn1c(=O)n(CC(=O)Nc2cc(OC)ccc2OC)c(=O)c2ccccc21,-9,5,2,4,9,3,1,-6
COc1cccc(/C=N/NC(=O)c2ccccc2)c1OS(=O)(=O)c1ccccc1,-8,-1,-1,-1,11,-3,-15,11
O=C(Cc1ccc(Cl)cc1)NNS(=O)(=O)c1ccc([N+](=O)[O-])cc1,-12,-1,-15,9,2,6,-11,6
Nn1c(-c2ccc(F)cc2)nc2ccccc2c1=O,8,5,-1,4,7,2,-2,-4
CCOc1ccccc1NC(=O)C(NCCc1ccc(OC)cc1)c1ccccc1 (stereo not given),-4,-5,-3,-14,-18,17,-1,6
COC(=O)c1c(NC(=O)C2CC(=O)NN2Cc2ccccc2)sc(C)c1C (stereo not given),0,6,3,12,-7,18,16,-1
O=C(Oc1ccc(-c2nnco2)cc1)c1ccc(Br)o1,-9,-7,39,14,0,5,0,0
NS(=O)(=O)c1ccc(NNC(=O)c2ccccc2)cc1,-1,-3,-5,8,8,1,6,6
COc1ccc(C2C(C(=O)N3CCC(C(N)=O)CC3)CC(=O)N2c2ccc(OC)cc2)cc1 (stereo not given),-9,-7,23,-11,-5,-13,-11,0
CC(=O)c1ccc(-c2ccc(C(=O)N(C)Cc3nc4ccccc4c(=O)[nH]3)o2)cc1,-9,-5,0,6,7,2,-10,1
O=C(/C=C/c1cccc(F)c1)N(c1ccccn1)C1CCCCC1,-6,2,11,-18,-2,14,-2,0
CC(/C=N\NC(=O)c1cccnc1)c1ccccc1 (stereo not given),-5,6,7,8,9,-8,5,11
O=C(CCC(=O)c1cccs1)NNC(=O)c1ccccc1Cl,2,-3,-2,4,1,-5,-1,-3
CCn1c(CC(=O)Nc2cccc(OC)c2)nnc1SCC(=O)Nc1nccs1,3,1,3,19,9,-8,5,-8
COc1ccc2oc(C(=O)OCc3nnc(-c4ccccc4)o3)c(C)c2c1,-12,-8,-3,-4,6,22,-1,-3
Cc1nn2cnnc2c(C)c1Cc1ccc(Cl)cc1,-9,-3,-9,-20,-17,5,1,-3
Cc1cccc(C(C)C)c1NC(=O)Cc1ccc(S(=O)(=O)N2CCOCC2)s1,0,-6,5,-3,-3,3,-2,-2
CC(C)CCNC(=O)CCc1nnc2ccc(N3CCC(C)CC3)nn12,5,-3,2,2,-7,2,3,-7
CC1(C)CC(NC(=O)CSc2ccccc2)CC(C)(C)N1,9,13,-15,7,2,0,1,-4
COc1ccc(N(C(=O)COc2ccccc2)C2C=CS(=O)(=O)C2)c(OC)c1 (stereo not given),-5,-5,6,1,-1,-5,-1,-2
CC1(C)CN(c2ccccc2)N(Cc2ccc(F)cc2)C1=O,-3,5,-4,0,3,-17,5,-11
CCS(=O)(=O)NCCc1cc2ccc(C)cc2[nH]c1=O,-4,2,2,-4,8,5,2,-5
COC(=O)Cn1cc(/C=C/[N+](=O)[O-])c2ccccc21,2,-7,8,3,-8,-4,-9,-1
COc1ccc(NC(=O)CSc2nnc(Cn3cnc4ccccc43)o2)cc1,-6,-1,-8,3,-9,3,-6,-8
COc1ccc(-c2cc(C)no2)cc1S(=O)(=O)NCCCN1CCCCCC1,-2,-13,21,-4,-13,13,2,0
COC(=O)C1C2C=CC3(CN(C4CCCC4)C(=O)C13)O2 (stereo not given),-6,-14,-26,-4,-6,-4,-4,-3
CC(C)C1Nc2c(C(=O)O)cccc2C(Nc2ccccc2C(=O)O)C1(C)C (stereo not given),3,6,-8,2,-3,12,9,3
Cc1ccc(SCC(=O)OCC(=O)N(CC(C)C)C2CCS(=O)(=O)C2)cc1C (stereo not given),-9,-9,-7,10,5,7,-7,-2
COc1cc(Cl)c(C)cc1N1C(=O)CN(Cc2ccccc2)C1=S,0,-5,-1,2,8,21,1,2
CC(=O)c1cccc(NC(=O)Cn2nc(-c3ccccc3Cl)ccc2=O)c1,3,5,-2,15,10,-15,-2,3
S=c1nc[nH]c2c1[nH]c1ccccc12,1,-1,2,18,1,-13,82*,1
O=[N+]([O-])c1cccc(/C=N\N=C2c3ccccc3-c3ccccc32)c1O,-1,-2,15,-7,-2,4,-104,2
C=CCn1c(SCC(N)=O)nnc1-c1ccccc1O,-3,6,8,8,6,0,0,-3
NC(=O)c1ccc(NC(=O)CC23CC4CC(CC(Br)(C4)C2)C3)cc1,-2,1,3,-7,-5,11,5,-5

# Some of these compounds in order of count of non-hydrogen atoms, low to high.
SMILES,SENP8 block,SENP7 block,Gli-Sufu antag,697 NFkB inh,Jurkat NFkB inh,Apaf-1 inh,UBC13 polyUb,HKDC1 inhibitor
S=c1nc[nH]c2c1[nH]c1ccccc12,1,-1,2,18,1,-13,82*,1
CC(=O)c1cccc(NC(=O)Cn2nc(-c3ccccc3Cl)ccc2=O)c1,3,5,-2,15,10,-15,-2,3
Cc1ccc(SCC(=O)OCC(=O)N(CC(C)C)C2CCS(=O)(=O)C2)cc1C (stereo not given),-9,-9,-7,10,5,7,-7,-2

# Continuation:
SMILES,SENP8 block,SENP7 block,Gli-Sufu antag,697 NFkB inh,Jurkat NFkB inh,Apaf-1 inh,UBC13 polyUb,HKDC1 inhibitor
COc1nc(N)c(S(=O)(=O)c2ccccc2C)cc1C#N,1,7,-8,10,-1,-13,11,-11
NC(=O)C1CC(O)CN1c1nc(CN2CCOCC2)nc2scc(-c3ccccc3)c12 (stereo not given),-7,-13,3,7,-11,8,-7,23
O=C(CCNC(=O)c1ccc(Br)cc1)NCc1cccnc1,-16,-10,-4,20,-2,5,0,-5
O=C(CCC(=O)c1cccs1)NCc1cccc(C(F)(F)F)c1,0,8,-19,11,9,7,-1,1
CCCCn1c(N)c(N(CCOC)C(=O)c2ccc(-c3cccc(C(F)(F)F)c3)o2)c(=O)[nH]c1=O,-5,-6,-2,-2,1,11,-7,-1
COc1cccc(C2(C)NC(=O)N(CC(=O)Nc3ccc(N4CCOCC4)cc3)C2=O)c1 (stereo not given),-8,-8,3,-11,2,4,-9,-4
COc1ccc(/C=C/C(=O)Nc2ccc3nc4n(c(=O)c3c2)CCCC4)cc1,-12,-9,15,-22,6,2,13,1
